Assay outcomes deposited in PubChem BioAssay by several laboratories.
LMP1 NFkB inh = reduces LMP1-driven NF-kappaB luciferase signal; inhibition, % at 12.5 µM; LMP1-induced NF-kappaB luciferase reporter cells, luminescence; hit rate 0.69% among 350,000; in the data active = inhibition above about 41%;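 also: 0% = neutral control wells and 100% = reference inhibitor control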
SRC1 inh = inhibits human SRC1 coactivator. HEK293 GAL4-SRC1 luciferase reporter, luminescence. Q15788. AID 588354. hit rate 0.12% among 360,000. inhibition, % at 3.6 µM;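 active = inhibition above the campaign mean plus 3 SD, with each screening campaign given its own cutoff, cut at about 60% in these data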;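 also: 0% = DMSO treated cells and 100% = gossypol at 36 µM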
SRC2 inh = human SRC2 (NCOA2) inhibition | inhibition, % at 9 µM | HEK293 GAL4-SRC2 luciferase reporter, luminescence | hit rate 0.17% among 370,000 | Q15596;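 active = inhibition above the mean inhibition of all tested compounds plus 3 SD, set per campaign, cut at about 52% in these data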;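 also: 0% = DMSO treated cells and 100% = cells given Gossypol at 36 µM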
Target sequence (Q15596 whole entry, looked up, the tested form may be a part): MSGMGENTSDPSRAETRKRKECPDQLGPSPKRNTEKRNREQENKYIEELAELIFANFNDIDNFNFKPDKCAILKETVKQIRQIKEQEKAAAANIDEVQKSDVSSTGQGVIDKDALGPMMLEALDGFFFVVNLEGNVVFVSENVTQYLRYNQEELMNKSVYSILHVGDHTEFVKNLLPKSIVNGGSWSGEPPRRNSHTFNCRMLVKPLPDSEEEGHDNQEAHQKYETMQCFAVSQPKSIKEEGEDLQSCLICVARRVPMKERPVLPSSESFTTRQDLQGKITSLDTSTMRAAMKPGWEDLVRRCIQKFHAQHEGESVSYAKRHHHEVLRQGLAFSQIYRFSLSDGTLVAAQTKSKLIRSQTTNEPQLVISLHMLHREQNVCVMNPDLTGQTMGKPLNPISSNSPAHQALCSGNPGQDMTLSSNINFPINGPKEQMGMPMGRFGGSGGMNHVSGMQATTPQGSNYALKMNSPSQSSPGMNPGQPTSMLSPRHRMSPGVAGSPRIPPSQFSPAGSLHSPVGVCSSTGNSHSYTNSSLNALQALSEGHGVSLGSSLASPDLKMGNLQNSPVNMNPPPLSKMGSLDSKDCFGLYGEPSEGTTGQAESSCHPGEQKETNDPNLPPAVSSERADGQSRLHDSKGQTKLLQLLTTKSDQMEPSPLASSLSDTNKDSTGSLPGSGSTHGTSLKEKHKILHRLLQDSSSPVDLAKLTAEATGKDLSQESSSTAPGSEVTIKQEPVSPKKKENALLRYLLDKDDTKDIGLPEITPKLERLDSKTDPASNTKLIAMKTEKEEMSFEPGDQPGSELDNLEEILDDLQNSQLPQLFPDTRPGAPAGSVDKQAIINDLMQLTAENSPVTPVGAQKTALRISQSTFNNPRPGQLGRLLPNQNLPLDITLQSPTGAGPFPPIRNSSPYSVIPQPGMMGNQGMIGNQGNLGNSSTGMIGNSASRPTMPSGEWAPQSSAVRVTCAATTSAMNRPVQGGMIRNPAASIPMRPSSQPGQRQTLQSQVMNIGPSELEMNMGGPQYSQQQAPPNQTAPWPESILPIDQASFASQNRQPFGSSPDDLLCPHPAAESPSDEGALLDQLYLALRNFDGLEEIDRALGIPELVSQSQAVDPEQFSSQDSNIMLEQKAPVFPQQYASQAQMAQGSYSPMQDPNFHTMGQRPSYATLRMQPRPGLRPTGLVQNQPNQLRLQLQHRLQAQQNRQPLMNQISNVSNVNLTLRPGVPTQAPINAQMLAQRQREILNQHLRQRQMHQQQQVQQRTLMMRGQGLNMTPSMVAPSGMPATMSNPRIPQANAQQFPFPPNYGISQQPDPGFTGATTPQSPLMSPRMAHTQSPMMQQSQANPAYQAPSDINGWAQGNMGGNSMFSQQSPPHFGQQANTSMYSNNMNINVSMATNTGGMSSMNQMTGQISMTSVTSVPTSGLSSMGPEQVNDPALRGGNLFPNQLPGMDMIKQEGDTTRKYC
C8 TRAIL sens = caspase-8 TRAIL sensitization. hit rate 1% among 360,000. inhibition (viability loss, TRAIL sensitization), % at 10 µM. NB7+C8 cells + TRAIL, ATPlite viability luminescence;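 active = compounds causing at least 50% loss of cell viability in the single-dose screen, relative to plate controls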
NR2F2 inh = NR2F2 (human) inhibition, primary screen; P24468; HEK293T NGFI-A luciferase reporter, luminescence; inhibition, % at 8.6 µM; hit rate 0.7% among 370,000;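 active = inhibition above a per-plate cutoff, mean inhibition of test wells between control levels plus 3 SD, cut at about 38% in these data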;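 also: cells cotransfected with COUP-TFII expression vector driving the NGFI-A reporter; 0% = median of COUP-TF2 test wells and 100% = reporter-only cells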
CF NFkB inh = blocks PAF-induced NF-kB reporter in cystic fibrosis cells. KKLEB NF-kB-GFP reporter, GFP fluorescence overnight. inhibition, % at 5 µM. hit rate 0.86% among 360,000. AID 588850;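 active = at least 50% inhibition at 5 µM, scaled per plate between neutral and stimulator controls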;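 also: PAF is a Pseudomonas aeruginosa culture filtrate used as stimulus; plate controls were PAF-stimulated DMSO wells for no effect and unstimulated DMSO wells for full effect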
KKLEB tox = CF airway cell cytotoxicity counter-screen. KKLEB CF airway cells viability, ATPlite luminescence, overnight; hits give low values; cells stimulated with P. aeruginosa culture filtrate. hit rate 0.36% among 360,000. activity change (cytotoxicity), % at 5 µM;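 active = corrected activity change at or below -50% at 5 µM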
TROY NFkB inh = TROY signaling inhibition. Q293 LMP1-TROYcd NF-kB luciferase reporter, 4 h. inhibition, % at 10 µM. hit rate 0.98% among 360,000. AID 1347056;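 active = compounds whose plate-normalised and pattern-corrected inhibition of the luciferase reporter signal at the single screening dose is 50% or more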
TWEAK Fn14 block = blocks TWEAK-Fn14 interaction in a reporter cell assay; TWEAK-stimulated Fn14 reporter cells, luciferase luminescence, 8 h; inhibition, % at 10 µM; hit rate 2% among 360,000; AID 1159606; in the data active = inhibition above about 50%
SRC3 inh = human NCOA3 inhibition | hit rate 0.17% among 360,000 | Q9Y6Q9 | AID 588352 | inhibition, % at 3.6 µM | HEK293 GAL4-SRC3 luciferase reporter, luminescence;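 active = inhibition above a per-campaign cutoff, the mean of all compounds plus 3 SD, cut at about 60% in these data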;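 also: 0% = DMSO-treated cells and 100% = gossypol-treated cells at 36 µM; higher means less SRC3-driven luciferase light from the GAL4 reporter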
NR5A2 inv ag = NR5A2 inverse agonism in reporter assay; O00482; HEK293T StAR-luciferase reporter, LRH-1 transfected, 24 h; inhibition, % at 3.6 µM; hit rate 0.13% among 360,000;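 active = inhibition above the mean inhibition of all tested compounds plus 3 SD, cut at about 73% in these data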;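 also: 0% = DMSO wells and 100% = reporter-only cells lacking LRH-1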
* hit, by the source's call; . = no result given.

SMILES	LMP1 NFkB inh	SRC1 inh	SRC2 inh	C8 TRAIL sens	NR2F2 inh	CF NFkB inh	KKLEB tox	TROY NFkB inh	TWEAK Fn14 block	SRC3 inh	NR5A2 inv ag
CCCC(=O)NC(c1ccc2c(c1)OCO2)c1cc(Cl)c2cccnc2c1O (stereo not drawn)	13	19	.	43	.	-11	-8	8	18	38	-12
CCCc1cc(=O)oc2c(C)c(OCC(=O)Nc3ccccn3)ccc12	.	-22	-17	7	-16	33	-13	-42	9	-15	-35
COc1ccc(NC(=O)COc2ccc(N(C)S(=O)(=O)c3ccc(C)cc3)cc2)cc1	6	-5	17	15	-1	-11	-29	19	0	30	13
Cc1cc(=O)n2nc(N3CCCC(C(=O)N4CCc5ccccc54)C3)sc2n1 (stereo not drawn)	-7	-7	.	4	.	2	-7	10	41	2	-2
N/C(=N\OC(=O)c1cccc2ccccc12)c1ccccn1	-17	-93	-44	56*	-49	-7	-17	0	32	-55	-87
O=C(COc1ncnc2ccccc12)NC1CCCC1	6	4	16	10	-1	7	-1	-10	2	13	-2
CCC(CC)C(=O)Nc1c2c(nn1-c1ccc(OC)cc1)CS(=O)(=O)C2	-7	10	.	6	.	-3	-3	-2	-5	-1	24
CN(C)CCCN1C(=O)c2oc3ccccc3c(=O)c2C1c1cccs1 (stereo not drawn)	-2	2	-9	-3	0	-7	9	-16	-11	9	-2
Cc1cc(C)[n+](-c2ccc(Oc3ccccc3)c(S(=O)(=O)[O-])c2)[nH]1	-5	6	-12	-13	11	-3	10	-6	3	15	0
C=CCn1c(SCC(=O)Nc2ccccc2C)nnc1-c1ccncc1	8	12	6	-4	-13	11	-2	-32	-9	17	-5
O=C(O)CCC(=O)Nc1ccc(C(=O)OC2CCCCC2)cc1	-2	0	39	-3	24	3	13	-5	42	18	22
CCN(CC)c1nc2ccccc2c(N)c1-c1ccccc1	13	-7	11	15	8	-7	-1	6	5	-10	16
CC(=O)N(CCOc1ccccc1)CCOc1ccccc1	-25	-17	-8	-10	11	8	-2	-18	-16	-7	-6
O=C(CCc1ccccc1)Nc1nnc(-c2ccc3c(c2)CCCC3)o1	-17	-11	-16	1	-2	4	-2	-36	-18	-3	5
CCc1nnc(NC(=O)c2cc(-c3ccccn3)nc3ccc(Br)cc23)s1	-4	-1	20	4	-8	-27	-3	-22	-31	4	1
CCc1ccc(-c2cc3c(=O)n(CC(=O)NCCCN4CCC(Cc5ccccc5)CC4)nc(C)n3n2)cc1	-13	4	-10	91*	-37	32	-10	-12	-31	-16	-2
COc1cc(C(=O)NCC(=O)NCC(c2ccco2)N2CCCCC2)cc(OC)c1OC (stereo not drawn)	-5	-3	-9	-15	-11	3	0	-10	4	6	2
CC(=O)N1CCOc2ccc(S(=O)(=O)Nc3ccc(Cl)cn3)cc21	4	1	-4	4	-1	-21	-3	54*	1	4	-18
COc1ccc(N2CC(C(=O)Nc3cc(C(F)(F)F)ccc3N3CCCC3)CC2=O)c(OC)c1 (stereo not drawn)	-7	-8	-1	20	14	28	-3	-5	4	7	4
O=C(C1CCC1)N1CCc2cc(S(=O)(=O)N3CCN(c4ccccn4)CC3)ccc21	7	1	.	-3	.	-2	4	-20	-34	16	16
Cc1cccc(C(=O)OCC(=O)N(CC(C)C)c2c(N)n(Cc3ccccc3)c(=O)[nH]c2=O)c1O	0	-2	-19	-27	7	-8	13	-35	-1	2	-1
COc1cc(NS(=O)(=O)c2c(C)[nH]c(C)c2C(=O)N2CCCCC2)cc(OC)c1OC	1	9	-5	-25	-2	-2	12	-4	0	10	7
CC(=O)Nc1ccc(-c2ccnc3c2CC(C)(C(=O)NCCc2ccccc2)O3)cc1 (stereo not drawn)	.	0	-10	11	-7	-18	-4	3	-85	-10	-25
O=C(CSc1nnc(NC(=O)c2ccco2)s1)Nc1ccccc1F	-1	8	-29	4	-7	22	12	-8	-23	11	-6
CCOc1cc(NC(=S)NCCCN(C)C)c(OCC)cc1NC(=O)c1cccs1	7	-3	-6	-1	-8	-2	5	-18	-7	-3	3
COc1ccc(S(=O)(=O)N2CCC(NC(=O)C(Cc3cccc(OC)c3OC)NC(C)=O)CC2)cc1 (stereo not drawn)	1	-11	-5	18	-1	-1	12	-5	-2	7	1
O=C(Nc1ccccc1F)c1ccc(Cn2cc(Cl)cn2)cc1	-4	-36	-43	-1	-30	-1	-4	-30	-32	-39	-14
CCCCCCCN1C=CC(=O)CC1	-4	-4	11	3	-3	9	-3	-13	20	3	18
CCOCc1nc2nc(Cl)c(Cl)nc2[nH]1	-30	-23	-4	0	-6	-10	-3	-2	-6	5	8
CCN1C(=O)[C@H]2[C@H]3CN=C(SCc4ccc(C#N)cc4)N3[C@@](C)(C(=O)OC)[C@H]2C1=O	-3	-14	6	0	7	-11	6	-2	9	0	-28
COc1cccc(OCCCCSc2ncccn2)c1	-17	-34	0	5	-12	9	-7	-46	-37	-35	-9
CN1CCN(S(=O)(=O)c2ccc(C#N)cc2)C(c2ccccc2)C1 (stereo not drawn)	2	0	-26	-11	3	3	-1	-1	-2	-18	12
Nc1c(-c2ccc(Cl)cc2)cnn1-c1cc(C(F)(F)F)cc(C(F)(F)F)c1	-2	7	-17	12	3	-5	3	16	-26	23	8
O=C(CSc1nc2ccccc2o1)N/N=C/c1ccco1	-12	-20	-15	-14	-2	0	-2	-2	9	-37	-5
CCS(=O)(=O)Nc1cc(C(=O)O)ccc1C	-1	-7	-22	1	0	4	-2	15	-7	6	1
CCN1CCN(c2ccc(S(=O)(=O)N3CCOCC3)cc2NC(=O)/C=C/c2ccc(OC)cc2OC)CC1	9	24	-15	-11	0	-5	5	5	-6	13	-5
CC1(C(=O)NS(=O)(=O)Cc2cccc(Cl)c2)CCN1C(=O)c1ccc(C2CCCCC2)cc1 (stereo not drawn)	.	-4	-8	-8	6	21	-4	13	14	3	4
CC(=O)NC(c1ccccc1)c1cc(Cl)c2cccnc2c1O (stereo not drawn)	35	27	16	19	14	-4	13	10	12	34	25
CCOc1ccc(CCNC(=O)Cn2ccc3ccccc3c2=O)cc1OCC	0	2	-2	24	-6	5	-6	3	-4	10	13
COc1cc(OC)cc(N2CCN(S(=O)(=O)c3ccc(-n4cnnn4)cc3)CC2)c1	1	7	-1	-6	3	-1	2	-4	-3	17	-2
N/C(=N\OC(=O)c1ccc(F)cc1)c1nonc1N	8	-32	-13	4	-5	-14	6	-70	-14	9	-14
COc1cc(NC(=O)CN(C)S(=O)(=O)c2ccc(-c3ccc(=O)[nH]n3)s2)cc(OC)c1	3	-2	-30	2	-1	-10	-5	-21	14	-11	-20
CCCCN(C(=O)CCC(=O)Nc1cc(C)on1)C(C(=O)NC1CCCC1)c1ccccc1OCC (stereo not drawn)	5	10	-25	-10	-3	-14	1	-11	0	5	-16
COc1cccc(CC2(CO)CCCN(Cc3cc(F)ccc3-n3cccn3)C2)c1 (stereo not drawn)	9	-2	2	0	16	-19	-10	-1	-8	14	13
CCCCn1c2c(c(=N)c3c1CCC3)CCC2	8	30	16	12	47*	7	3	18	25	28	45

In the list so far, these contain a cyano group.
SMILES	LMP1 NFkB inh	SRC1 inh	SRC2 inh	C8 TRAIL sens	NR2F2 inh	CF NFkB inh	KKLEB tox	TROY NFkB inh	TWEAK Fn14 block	SRC3 inh	NR5A2 inv ag
CCN1C(=O)[C@H]2[C@H]3CN=C(SCc4ccc(C#N)cc4)N3[C@@](C)(C(=O)OC)[C@H]2C1=O	-3	-14	6	0	7	-11	6	-2	9	0	-28
CN1CCN(S(=O)(=O)c2ccc(C#N)cc2)C(c2ccccc2)C1 (stereo not drawn)	2	0	-26	-11	3	3	-1	-1	-2	-18	12

Next section:
SMILES	LMP1 NFkB inh	SRC1 inh	SRC2 inh	C8 TRAIL sens	NR2F2 inh	CF NFkB inh	KKLEB tox	TROY NFkB inh	TWEAK Fn14 block	SRC3 inh	NR5A2 inv ag
CCCCN(C)S(=O)(=O)c1ccc(C(=O)N=c2sc3cc(NC(C)=O)ccc3n2C)cc1	2	13	-4	-14	-8	5	12	2	-17	4	10
Cc1ccc(N2CC(C(=O)Nc3ccc(S(=O)(=O)N4CCCC4)cc3)CC2=O)cc1C (stereo not drawn)	4	-10	4	-5	-1	0	12	10	5	-11	15
CN(C)S(=O)(=O)c1ccc(C(=O)NCC(=O)N/N=C/c2ccco2)cc1	4	9	-14	-11	-1	-15	-8	4	-9	5	-3
CC(C)(C)c1ccc(/C=C/C(=O)N2CCOCC2)cc1	-28	-67	-97	9	-49	-6	12	-78	-33	-82	-108
COC(=O)c1ccc(CN(Cc2ccc(C(=O)OC)o2)C(C)(C)C)o1	-2	-5	-16	-8	8	-10	2	0	-3	-5	9
CCCCN(CC)CCNC(=O)c1cc2c(=O)n(C)c3ccccc3c2s1	-16	8	-36	10	-75	-15	-9	-29	-34	-23	-21
COc1cccc(NC(=O)c2ccc(N3C(=O)C4CCC(C)CC4C3=O)cc2)c1 (stereo not drawn)	-2	6	-2	-5	-10	2	6	7	-42	9	-22
COC(=O)c1ccc(C23CC4(C2)[C@H](CN(C)[C@@H]4c2ccccc2)C3c2ccc(C(F)(F)F)cc2)cc1 (stereo partly drawn)	11	3	7	14	29	11	-5	9	-14	20	6
COC(=O)N1c2ccccc2CCc2ccccc21	4	6	-4	9	13	-5	-3	18	9	-3	21
C=CCOc1ccc(/C(O)=C2\C(=O)C(=O)N(CCN(C)C)C2c2cccs2)cc1 (stereo not drawn)	-5	-13	-3	2	3	-6	1	-11	-15	-9	-10
NC(=O)c1ccc(N2CCC(C(N)=O)CC2)c([N+](=O)[O-])c1	-8	3	-12	-1	5	-9	5	-3	6	14	7
COC(=O)c1ccc(-c2noc(CN(Cc3ccncc3)CC3CCCO3)n2)cc1 (stereo not drawn)	-2	-7	-24	2	-4	-2	3	-2	15	9	5
CCCCC(=O)NNC(=O)N1c2ccccc2Sc2ccccc21	-1	-5	22	-4	-16	-12	14	-19	-2	1	8
CC1=C(C(=O)N2CCCCCC2)CC(CC(=O)NCCc2ccccn2)C(=O)N1Cc1ccc(C(C)(C)C)cc1 (stereo not drawn)	.	.	-27	-1	7	.	.	13	15	.	6
Cc1[nH]c2ccccc2c1C(=O)CN1C(=O)NC2(CC(C)CC(C)(C)C2)C1=O (stereo not drawn)	1	10	10	-4	3	-10	8	14	11	40	9
COc1ccccc1OCC(=O)NC1CCSc2ccccc21 (stereo not drawn)	-8	-7	-12	-10	3	0	2	6	-10	3	-24
CCOC(=O)N1CCN(C(=O)CSc2nnc(Cc3ccccc3)o2)CC1	-9	1	-21	0	-3	21	4	-1	-4	-13	-13
CCC(C)(C)C1CCc2c(sc(NC(=O)c3ccoc3C)c2C(N)=O)C1 (stereo not drawn)	3	-26	12	6	-13	-2	-1	63*	17	19	-1
O=C(NCCc1c[nH]c2ccccc12)C(F)(F)C(F)F	-13	-5	1	7	-4	11	-2	12	-1	6	-3
CC(C)(C)c1[nH]nc2c1C(c1ccncc1)C(C#N)=C(N)O2 (stereo not drawn)	5	2	-21	6	9	15	2	.	23	-1	-12
Cc1[nH]c2ccccc2c1CCO	-5	3	0	-1	1	-15	12	20	10	2	-7
CCCn1c(N2CCN(C(=O)N3CCCCC3)CC2)nc2ccccc21	-3	7	3	-14	5	8	-6	4	13	5	-16
